GAA glycogen: inhibitors or activators of human alpha-glucosidase glycogen cleavage; recombinant GAA, glycogen substrate, Amplex Red glucose oxidase fluorescence; actives 0.38% (n = 300,000); P10253; AID 2100; Potency, µM (doses to about 76.4 µM), for the others: at the highest dose activity change, negative = inhibition, usual class: inhibitors;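 further: 0% = full enzyme reaction and -100% = no-enzyme basal signal; the screen sought inhibitors and activators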
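Recombinant human alpha-glucosidase (4 nM final) hydrolysed bovine liver glycogen (30 ug) for 40 min at 37 C in pH 5.0 citrate/phosphate with 0.01% Tween-20. Released glucose detected by glucose oxidase/Amplex Red, Ex 573/Em 610 nm. Compounds up to 77 uM; AC50 from Hill fits.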
HTT aggregate: mutant huntingtin aggregation inhibition; Potency, µM (top dose mostly 46.1 µM), for the others: at the highest dose activity change, negative = inhibition, usual class: inhibitors; AID 1688; actives 1.1% (n = 220,000); PC12 HttQ103-GFP aggregates, Acumen cytometry, 40 h; further: on the % scale 0 is the no-effect control and ±100 the full control effect; nearly all actives have a fitted effect of over 60% in size
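Inducible Q103 Huntingtin exon 1–GFP PC12 line, 1500 cells/well in phenol red free DMEM with 5% equine and 5% calf serum. Tebufenozide 100 nM induced expression; compounds titrated; aggregates quantified by cytometry.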
GAA inh: blocks human lysosomal alpha-glucosidase; purified human GAA, 4-MU-alpha-glucoside fluorescence; Potency, µM (series often up to 76.9 µM), inactives show top-dose activity change, negative = inhibition, most hits filed as inhibitors; AID 1466; P10253; actives 0.005% (n = 200,000);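 further: plate controls were uninhibited enzyme wells for no effect and no-enzyme background for full effect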
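Enzyme (4 nM final) mixed with compound (up to 77 uM), then 4-MU-alpha-D-pyranoside (400 uM final) added; 20 min at room temperature, pH 5.0. Reaction stopped at pH 10, fluorescence read, AC50 derived by Hill fit.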
aGlu spleen mod: inhibits or activates alpha-glucosidase in human spleen homogenate; P10253; human spleen homogenate, 4-MU-alpha-glucoside fluorescence; Potency, µM (series often up to 79.9 µM), without a hit: at the highest dose activity change, negative = inhibition, usual class: inhibitors; actives 0.006% (n = 240,000); AID 2112;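 further: 0% = enzyme with vehicle and -100% = no enzyme basal signal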
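AC50 values come from Hill-equation fits of concentration-response data, normalized to no-enzyme and full-activity controls. Enzyme source: 1 ug human spleen homogenate; 1 mM fluorogenic 4-MU glucoside, pH 5.0 citrate buffer, 37 C, 40 min.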
HTT cytoprotect: cytoprotection in Huntington HTT-Q103 PC12 cell model; PC12 HTT-Q103 induced, cytoprotection, ATP luminescence, 40 h; Potency, µM (top dose mostly 56.4 µM), without a hit: cytoprotection (ATP increase), usual class: activators; actives 0.14% (n = 230,000); AID 1471;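 further: % of control where 0% means no effect; nearly all actives have a fitted effect of over 45% in size; toxic huntingtin expression switched on by the ecdysone agonist tebufenozide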
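Compounds were screened for protection of PC12 cells against cell death after tebufenozide induction (100 nM final) of mutant Huntingtin exon 1 (Q103) fused to GFP.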
IMPase Li cell: cell-permeable IMPase inhibitors with lithium potentiation | actives 0.35% (n = 210,000) | Potency, µM (series often up to 59.4 µM), for the others: at the highest dose activity, negative = IMPase inhibition, hits mostly inhibitors | CHO-M1 cells, IP1 TR-FRET (IP-One), carbachol + lithium;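 further: IP1 builds up when IMPase is blocked and the TR-FRET signal falls; plate controls were basal vehicle for no effect and high inhibitor control for full effect; nearly all actives have a fitted effect of over 50% in size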
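Test compounds were applied to CHO-M1 cells previously cultured for 16–30 h at 2000 per well. A small lithium amount accompanied them; after 30 min at 37C, IP1 was quantified by TR-FRET.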
RGS12 GoLoco inh: inhibitors of human Gai1-RGS12 GoLoco interaction (red fluorophore); actives 0.44% (n = 230,000); P63096; Potency, µM (titrated, usually from 61.6 µM), for inactives: at the highest dose activity, negative = inhibition, usual class: inhibitors; AID 880; Gai1:RGS12 GoLoco peptide FP, rhodamine, 10 min; active means well fitted inhibition curve with a large enough effect, not every such curve was filed as active; inactive means no such curve, though single readings can be large or run the other way; further: on the % scale 0 is the no-effect control and ±100 the full control effect; nearly all actives have a fitted effect of over 30% in size; many of its hits are not listed in these tables
Target sequence (P63096 whole entry, looked up): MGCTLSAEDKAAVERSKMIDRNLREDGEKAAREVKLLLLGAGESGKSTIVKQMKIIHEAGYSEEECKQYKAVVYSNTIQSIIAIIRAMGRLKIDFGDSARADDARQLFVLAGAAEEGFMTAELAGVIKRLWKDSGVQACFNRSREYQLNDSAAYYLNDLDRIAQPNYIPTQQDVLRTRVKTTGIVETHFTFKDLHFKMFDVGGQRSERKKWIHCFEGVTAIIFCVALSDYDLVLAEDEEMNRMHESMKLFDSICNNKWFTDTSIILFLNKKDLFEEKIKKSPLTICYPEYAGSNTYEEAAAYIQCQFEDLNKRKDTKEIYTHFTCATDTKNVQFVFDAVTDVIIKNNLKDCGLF
* hit, by the source's call; ? = inconclusive; . = no result given; [ ] = another dose, or the depositor's remark. Unless noted, the call rests on the fitted dose curve; in most records, active means well fitted curve in the direction sought with a large enough effect; inconclusive means small, poorly fitted or top-dose-only effect, or another doubt; inactive means no such curve, though single readings can be large; an effect the other way counts as inactive or inconclusive. Potency means the concentration at half of the fitted maximal effect. Not all compounds are listed. The share of hits here may be higher or lower than overall.

| mol | HTT aggregate | IMPase Li cell | HTT cytoprotect | aGlu spleen mod | GAA glycogen | GAA inh | RGS12 GoLoco inh |
| --- | --- | --- | --- | --- | --- | --- | --- |
| CC(C)(C)NC(=O)CSc1nncn1NCc1cccc2ccccc12 | 6%[9.22 µM] | -15%[38.3 µM] | 11% | -1% | -10% | -1% | 7% |
| CCCOc1ccc(C2C(C(=O)c3ccco3)=C(O)C(=O)N2CCN2CCOCC2)cc1OC (stereo not drawn) | -10% | -15%[38.3 µM] | -15%[0.074 µM] | -5% | -7% | 0% | -5% |
| CCn1c(SCC(=O)c2ccc(O)c(O)c2)nnc1-c1ccccc1 | -23% | 16%[38.3 µM] | -4%[10 µM] | -8% | 7.9µM* | ? | -19% |
| CC(C)(C)c1cc(C(F)(F)F)nc(SCCCNC(=O)c2ccco2)n1 | ? | 0%[38.3 µM] | -4%[10 µM] | -4% | -7% | -27% | -5% |
| COc1cc(/C=N/NC(=O)CN(CCc2ccccc2)S(=O)(=O)c2ccc(NC(C)=O)cc2)cc(OC)c1OC | 21% | 2% | 16%[10 µM] | -13% | -11% | ? | 6% |
| O=C(Nc1ccc(Cl)cn1)c1ccccc1[N+](=O)[O-] | -26% | 1% | -43%[inhibitor] | 4% | -15% | 0% | -1% |
| COC(=O)CCC(=O)OC1(C)C(=O)C2=CN(c3ccccc3)C(c3ccc(OC)cc3)=CC2=C(Br)C1=O (stereo not drawn) | . | 6% | -15%[10 µM] | 2%[17.4 µM] | . | . | 36%[activator][14.2 µM] |
| CC(C)(C)NC(=O)/C(=C/c1ccco1)c1ccccc1 | 12% | -4%[38.3 µM] | 9% | -20% | -2% | ? | 8% |
| C1=CC2CC1CC2CN1CCN(c2ccccc2)CC1 (stereo not drawn) | -2% | 45%[activator][38.3 µM] | 6% | -15% | -1% | -6% | -6% |
| CCN(C(=O)COC(=O)c1ccc(Br)o1)C1CCCCC1 | 14% | 0% | 2% | 3% | 2% | -6% | -2% |
| S=C(NCc1ccco1)NCC(c1ccco1)N1CCCCC1 (stereo not drawn) | 25% | 9% | 1% | -6% | 0% | -2% | 2% |
| COc1ccc2c(CC(=O)OCC(=O)Nc3ccc4c(c3)OCO4)coc2c1 | 0% | -1%[38.3 µM] | -11% | 9% | 3% | -8% | 4% |
| CC1CCCCN1C(=O)c1cc2nc(-c3ccccc3)cc(-c3ccccc3)n2n1 (stereo not drawn) | ? | 1% | 15%[10 µM] | -2% | -7% | 1% | 13% |
| CCSc1nnc2n(-c3ccc(OC)cc3)c(=O)c3c4c(sc3n12)CCCC4 | 12% | 3%[38.3 µM] | -2% | 2% | 10% | 1% | 8% |
| COC(=O)CCC(=O)OC1(C)C(=O)C=C2C=C(CCCNC(=O)OC(C)(C)C)OC=C2C1=O (stereo not drawn) | . | 11% | 15% | 2% | . | . | 7% |
| Cc1cc(C)n(-c2nnc3n2N=C(c2ccccc2)CS3)n1 | -7% | 31%[activator][38.3 µM] | -13%[0.074 µM] | 5% | 10% | -5% | -22% |
| Cc1nc2ncnn2c(C)c1Cc1cccc(F)c1 | 9%[9.22 µM] | -3% | -14% | 2% | 5% | 8% | 10% |
| O=C1c2ccccc2C(=O)C1c1ccc(Cl)cc1 | 11% | . | -24% | . | -2%[76.3 µM] | . | . |
| CC(C)C(=O)N1CCN(c2ccccc2NC(=S)NC(=O)c2cccs2)CC1 | 3% | 11% | 5%[10 µM] | 1% | 4% | -1% | -1% |
| CNC(=O)/C(=C\C=C\c1ccccc1)NC(=O)c1ccc([N+](=O)[O-])cc1 | 9% | 8% | 4%[10 µM] | -13% | 2% | -32% | -7% |
| O=C(N/N=C/c1ccc2c(c1)OCO2)c1cc(-c2ccccc2)nc2ccccc12 | ? | 2% | 2%[10 µM] | -10% | 4% | -6% | -6% |
| COc1ccc(OC)c(-n2c(C)cc(C=O)c2C)c1 | 12%[9.22 µM] | 3% | -6% | -9% | -6% | 1% | 11% |
| Cc1cc(C)n2nc(SC(C)C(=O)Nc3ccc(Cl)cn3)nc2n1 (stereo not drawn) | 23% | 7% | -16%[10 µM] | 3% | 4% | -8% | 3% |
| COC(=O)/C(C(C)=O)=C(\C=C\N(C)C)N(C)C | 3% | -17%[38.3 µM] | -12% | -3% | -4% | -4% | 2% |
| O=C(CNC(=O)c1ccc([N+](=O)[O-])cc1)N/N=C\c1ccc(OC(=O)c2ccccc2)cc1 | -3% | 10%[38.3 µM] | 10% | -3% | 21% | 6% | -14% |
| COc1ccc(C2=Nn3c(nnc3-c3ccccn3)SC2)cc1 | ? | -6%[38.3 µM] | -9% | -5% | 6% | 0%[15.4 µM] | 0% |
| CS(=O)(=O)N(CC(=O)NCC1CCCO1)c1cccc(Cl)c1 (stereo not drawn) | 3%[9.22 µM] | 7% | -2%[10 µM] | -6% | -13% | -7% | 2% |
| CCOC(=O)C1C(=O)NC(N2CCCCC2)=NC1c1ccco1 (stereo not drawn) | -5% | 16%[38.3 µM] | -11% | -7% | -15% | 2% | -12% |
| C=CCn1c(Sc2nnc(C)s2)nc2c1c(=O)[nH]c(=O)n2C | -9%[9.22 µM] | -5%[38.3 µM] | -19% | 7% | -1% | 6% | 1% |
| Nc1cc(=O)[nH]c(SCC(=O)Nc2cc(Cl)cc(Cl)c2)n1 | ? | 31%[38.3 µM] | -21% | 1% | 4% | -6% | 16% |
| CC(=O)c1sc(Nc2cccc(C)c2)nc1C | 15%[9.22 µM] | 12% | -24% | 3% | 10% | 4% | 4% |
| Cc1cc(C)cc(N(CC(=O)N2CCN(c3ccccc3)CC2)S(=O)(=O)c2c(C)noc2C)c1 | ? | 23%[38.3 µM] | 11% | 1% | -15% | ? | 3% |
| CCOc1ccc(-c2cc(C(=O)NN=C3CCN(C)CC3)[nH]n2)cc1 | 10% | 11% | -8%[10 µM] | -8% | -18% | 0% | 3% |
| Cc1ccc2[nH]c3c(c2c1)CN(C(=O)CN1CCN(C(=O)c2ccco2)CC1)CC3 | -7%[9.22 µM] | . | 5%[10 µM] | 0% | ? | . | -51% |
| CCOC(=O)C1CCN(C(=O)COc2cc(C)c(Br)c(C)c2)CC1 | 0%[9.22 µM] | -19%[38.3 µM] | -3% | 4% | 6% | -12% | -1% |
| CNCC(=O)Nc1ccc(OC(F)(F)F)cc1 | 17% | -1% | -4% | 5% | 5% | 4% | 1% |
| CCNC(=S)NNC(=O)c1cc(-c2cccc(OCC)c2)nc2ccccc12 | 12% | 4%[38.3 µM] | -23% | 1% | -4% | -2% | 6% |
| CCCn1c(SCC(=O)NCc2ccc(Cl)cc2)n[nH]c1=O | -5% | -3% | . | 4% | 9% | 0% | -3% |
| CS(=O)(=O)N(CC(=O)N/N=C/c1cccc2c1OCCO2)c1ccccc1Br | 7% | -3%[38.3 µM] | -1% | -4% | -2% | -3% | 5% |
| Cc1ccc(Sc2ncnc3onc(C)c23)c(C)c1 | . | 5% | ? | -21% | -14% | 2% | 6% |
| O=C(Oc1cccc(-n2cnnn2)c1)c1ccccc1 | -3%[9.22 µM] | 0% | 9%[10 µM] | 6% | 9% | 4% | 9% |
| Cn1cnnc1SCC(=O)NC1CCCc2ccccc21 (stereo not drawn) | -3% | -8% | -4% | 5% | 1% | 2% | -2% |
| CN(C1=C(NC(=O)c2ccc(Cl)cc2)C(=O)c2ccccc2C1=O)c1ccccc1 | ? | . | -73%[inhibitor][10 µM] | 3% | -4% | 6% | . |
| COc1ccc(CC(=O)NNS(=O)(=O)c2ccc3ccccc3c2)cc1OC | 17% | -2% | . | 4% | 13% | 2% | 13% |
| COc1ccc(S(=O)(=O)N(Cc2cc3cc(C)ccc3[nH]c2=O)CC2CCCO2)cc1 (stereo not drawn) | 27% | 26%[38.3 µM] | -22% | -8% | 2% | ? | 9% |
| O=C1CC(c2ccccc2)n2nc(NC(=O)C3CCCO3)nc2N1 (stereo not drawn) | 18% | -6%[38.3 µM] | -23%[0.074 µM] | 2% | 1% | -12% | 2% |
| N/C(=N\OC(=O)/C=C/c1ccccc1)c1ccc(Br)cc1 | 19% | 13% | -34% | -5% | 6% | -20% | 11% |
| C=CCC(CC)C(=O)NC(=O)N1CCCc2ccccc21 (stereo not drawn) | -3%[9.22 µM] | . | 7%[10 µM] | -5% | -18% | 0% | 13% |
| COc1cccc2cc(C(C)N(CCCN3CCOCC3)C(=S)Nc3c(C)cccc3C)oc12 (stereo not drawn) | -1% | 4% | -27% | -1% | 7% | -5% | -2% |
| Cc1[nH]c(C(=O)N/N=C/c2ccc(C(=O)O)cc2)c(C)c1C(=O)N/N=C/c1ccc(C(=O)O)cc1 | -11% | -3% | 20%[10 µM] | 6% | -7% | -1% | 22% |
| O=C(NC(Cc1ccc(O)cc1)C(=O)O)c1ccco1 (stereo not drawn) | . | -4% | . | -3% | 10% | 7% | 1% |
| Clc1ncccc1-c1nc2ccccc2s1 | 8% | 0% | -10% | -4% | 5% | -7% | -4% |
| N#Cc1nc(-c2cccc3ccccc23)oc1NCCN1CCCCC1 | 1% | 11µM* | -41%[inhibitor] | 7% | ? | ? | 8% |
| CCCCNC(=S)Nc1ccc([N+](=O)[O-])cc1 | ? | 9% | 13%[10 µM] | -9% | 17% | 2% | -9% |
| CC[n+]1c(C)n(C)c2cc(S(=O)(=O)N(C)C)ccc21 | -6%[9.22 µM] | 15% | 20%[10 µM] | -16% | -7% | 0% | 12% |
| Cc1cc(C(=O)Nc2ccccc2C(=O)N2CCCCC2)ccc1[N+](=O)[O-] | 7%[9.22 µM] | 6% | -27% | -3% | 6% | -6%[15.4 µM] | 9% |
| CCN(CC(=O)NCc1cccs1)c1ccc(S(=O)(=O)N2CCCC2)cn1 | 10% | 7% | -54%[inhibitor] | 2% | 6% | ? | -6% |
| COc1ccc(OC)c(NC(=O)CCC(=O)Nc2nnc(C(F)(F)F)s2)c1 | 2% | -12%[38.3 µM] | 0% | -8% | 4% | 0% | 4% |
| COC(=O)C(C)(C)ONC(=O)Nc1ccccc1 | 1% | -8% | -4%[10 µM] | 4% | -6% | 0% | 14% |

2 entries picked at random from the list so far:
| mol | HTT aggregate | IMPase Li cell | HTT cytoprotect | aGlu spleen mod | GAA glycogen | GAA inh | RGS12 GoLoco inh |
| --- | --- | --- | --- | --- | --- | --- | --- |
| COc1cccc2cc(C(C)N(CCCN3CCOCC3)C(=S)Nc3c(C)cccc3C)oc12 (stereo not drawn) | -1% | 4% | -27% | -1% | 7% | -5% | -2% |
| Cc1cc(C(=O)Nc2ccccc2C(=O)N2CCCCC2)ccc1[N+](=O)[O-] | 7%[9.22 µM] | 6% | -27% | -3% | 6% | -6%[15.4 µM] | 9% |

Screening data (PubChem)
